Source: PubChem BioAssay (National Center for Advancing Translational Sciences (NCATS))
KCNH2 3.1 inh – blocks the human KCNH2 3.1 channel isoform. U2OS KCNH2 3.1, thallium flux FluxOr; hits give low values. activity change, % (tested at about 1.8 µM). hit rate 0.95% among 340,000;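 active = maximum activity change below -70%; inconclusive = maximum activity change from -70% to -50%; inactive = maximum activity change above -50%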;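 note: thallium influx rate constant from kinetic fluorescence after stimulation buffer; % is set by controls: 0 for no effect and ±100 for the full control effect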
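FluxOr-based Tl+ influx in U2OS cells transduced with KCNH2 3.1 virus; rate constants normalized to DMSO controls.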
Giardia killer – kills Giardia lamblia; Giardia lamblia trophozoite viability; hit rate 0.15% among 340,000; activity change, % at 7.66 µM, hits read low; in the data active = activity change below about -80%; inconclusive = between about -30% and that limit;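 note: parasites exposed to compound for two days anaerobically before the ATP read; % is set by controls: 0 for no effect and ±100 for the full control effect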
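Anaerobic 48 hrs incubation at 37 deg C of 100 trophozoites/well with test compounds; ATPLite 1-Step luminescence, 15-30 min RT, reports cellular ATP as viability.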
ELG1 genotoxic – induces genotoxicity in HEK293T cells with luciferase-tagged ELG1; HEK293T ELG1-luciferase reporter, luminescence, 16 h; Potency, µM (top dose mostly 46 µM), without a hit: at the top dose activity change, positive = activation, usual class: activators; hit rate 1.3% among 330,000; AID 504466; note: potency is the fitted concentration of half-maximal effect; % of control where 0% means no effect; nearly all actives have a fitted effect of over 60% in size
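Genotoxicity was scored as increased ELG1-luciferase reporter signal, measured by ONE-Glo luminescence (30 min, room temperature). Compound or vehicle exposure of the HEK293T reporter cells lasted 16 hr at 37°C.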
Tb PFK block – T. brucei PFK enzyme inhibition; AID 485367; O15648; hit rate 0.17% among 330,000; T. brucei PFK, ADP-Glo luminescence; Potency, µM (top dose mostly 57.5 µM), inactives show top-dose activity, negative = inhibition, usual class: inhibitors;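 note: potency is the fitted concentration of half-maximal effect; 0% = uninhibited 1x PFK enzyme wells and -100% = no-enzyme wells; nearly all actives have a fitted effect of over 60% in size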
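Compounds were pin-transferred as a titration series up to 57 uM into substrate buffer (0.5 mM F6P, 0.1 mM ATP, pH 8.0), then 1.25 nM PFK was added and reactions ran 45 min before ADP-Glo detection.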
NPC1 promoter act – activators of NPC1 promoter; Huh7 NPC1 promoter luciferase reporter, 24 h; Potency, µM (highest dose often 9.22 µM), inactives show top-dose activation, most hits filed as activators; hit rate 2.4% among 320,000;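 note: potency is the fitted concentration of half-maximal effect; % of control where 0% means no effect; nearly all actives have a fitted effect of over 60% in size; reporter is driven by a mutant NPC1 promoter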
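Cells: Huh7 expressing luciferase under the NPC1 promoter, 1500/well. Seeded 2 h, compound added, incubated 24 h at 37 °C. Luciferase reagent, 10 min ambient, then luminescence.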
Coupling enz – inhibits coupling enzyme system, counter-screen for aldolase hits | AID 2472 | hit rate 0.67% among 290,000 | coupling enzyme system counterscreen, AmpLite Red fluorescence | activity change, negative = inhibition, % at 58.2 µM, hits read low; in the data active = activity change below about -30%; note: % is set by controls: 0 for no effect and ±100 for the full control effect
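Coupling enzymes only (glyceraldehyde-3-phosphate) + compound, at 57.5 uM final, 10 min RT; add substrate/coupling/AmpLite Red mix, 20 min RT; fluorescence ex 525/em 598 nm. Actives flag coupling-system interference.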
RORgamma inh – ROR gamma (mouse) transcription inhibition. P51450. Drosophila S2 Gal4-RORgamma UAS-luciferase reporter, 20 h. Potency, µM (highest dose often 53.6 µM), for inactives: at the highest dose activity change, negative = inhibition, usual class: inhibitors. hit rate 5.4% among 310,000; note: potency is the fitted concentration of half-maximal effect; % is set by controls: 0 for no effect and ±100 for the full control effect; nearly all actives have a fitted effect of over 60% in size
Target sequence (P51450 whole entry, looked up, the tested form may be a part): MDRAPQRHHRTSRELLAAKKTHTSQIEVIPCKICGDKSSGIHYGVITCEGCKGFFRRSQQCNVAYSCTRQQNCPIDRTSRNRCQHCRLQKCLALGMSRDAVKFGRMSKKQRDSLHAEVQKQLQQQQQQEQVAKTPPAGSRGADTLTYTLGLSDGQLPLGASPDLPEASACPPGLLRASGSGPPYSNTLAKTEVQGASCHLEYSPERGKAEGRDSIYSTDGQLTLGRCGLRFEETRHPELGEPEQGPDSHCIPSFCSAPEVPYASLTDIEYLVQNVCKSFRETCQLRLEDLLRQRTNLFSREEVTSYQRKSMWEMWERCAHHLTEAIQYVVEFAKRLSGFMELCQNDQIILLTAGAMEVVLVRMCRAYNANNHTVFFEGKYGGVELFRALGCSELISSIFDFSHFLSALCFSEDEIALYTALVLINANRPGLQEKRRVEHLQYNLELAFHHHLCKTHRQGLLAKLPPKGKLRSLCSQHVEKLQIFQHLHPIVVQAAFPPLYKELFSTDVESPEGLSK
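Read-out: Photinus luciferase luminescence; inhibitors lower reporter signal. Insect Schneider cells with Gal4-ROR gamma fusion under metallothionein promoter, UAS reporter; 700 uM final copper sulfate induction, 20 hr, ambient temperature.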
Rab9 promoter act – activators of Rab9 promoter; Huh7 Rab9 promoter-luciferase reporter, luminescence, 24 h; Potency, µM (series often up to 9.22 µM), for inactives: at the highest dose activation, negative = inhibition, usual class: activators; hit rate 2.8% among 320,000; note: potency is the fitted concentration of half-maximal effect; % of control where 0% means no effect; nearly all actives have a fitted effect of over 60% in size
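Quantitative HTS format; Huh7 Rab9-luciferase reporter cells (1500/well) receive compound 2 h post-plating, incubate 24 h at 37 °C, then get luciferase reagent for 10 min before luminescence reading.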
VP16 counter – inhibits Gal4-VP16 luciferase reporter, ROR gamma counter-screen | Drosophila S2 Gal4-VP16 UAS-luciferase, luminescence, 20 h | Potency, µM (doses to about 53.6 µM), without a hit: at the highest dose activity, negative = inhibition, actives largely listed as inhibitors | hit rate 3.5% among 310,000 | AID 2546;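 note: Gal4-VP16 expression switched on by copper sulfate through the metallothionein promoter; potency is the fitted concentration of half-maximal effect; % is set by controls: 0 for no effect and ±100 for the full control effect; nearly all actives have a fitted effect of over 50% in size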
FLuc modulator – firefly luciferase modulation, counter-screen for miR-21 project; AID 588342; Potency, µM (series often up to 57.5 µM), without a hit: at the top dose activity change, negative = inhibition, actives largely listed as inhibitors; hit rate 6.9% among 360,000; purified FLuc, Km substrates, luminescence inhibition; P08659;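 note: potency is the fitted concentration of half-maximal effect; plate controls were vehicle for no effect and reference inhibitor for full effect; nearly all actives have a fitted effect of over 55% in size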
Target sequence (P08659 whole entry, looked up): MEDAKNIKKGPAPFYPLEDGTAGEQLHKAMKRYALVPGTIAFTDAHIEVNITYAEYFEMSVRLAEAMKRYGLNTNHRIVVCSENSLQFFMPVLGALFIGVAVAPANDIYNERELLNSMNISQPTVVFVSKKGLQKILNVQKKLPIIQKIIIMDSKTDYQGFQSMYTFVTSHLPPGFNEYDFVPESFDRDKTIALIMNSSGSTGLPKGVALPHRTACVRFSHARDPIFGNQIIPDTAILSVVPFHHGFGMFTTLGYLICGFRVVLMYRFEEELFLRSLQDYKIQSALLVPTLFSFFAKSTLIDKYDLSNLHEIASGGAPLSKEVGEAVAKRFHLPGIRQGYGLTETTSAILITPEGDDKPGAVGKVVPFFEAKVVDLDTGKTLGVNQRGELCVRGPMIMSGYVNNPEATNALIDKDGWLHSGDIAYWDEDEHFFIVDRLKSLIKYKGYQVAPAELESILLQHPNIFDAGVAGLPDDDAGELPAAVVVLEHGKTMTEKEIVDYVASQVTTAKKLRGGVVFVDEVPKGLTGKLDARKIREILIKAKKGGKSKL
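Purified P. pyralis luciferase, 10 nM final, with Km-level 10 uM D-luciferin and 10 uM ATP in 50 mM Tris acetate pH 7.5, 10 mM Mg acetate, 0.01% Tween-20, 0.05% BSA; 6-point qHTS titration about 60 µM downward; luminescence read.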
uPA surface inh – inhibitors of cell surface uPA generation. cell surface uPA generation assay, qHTS. Potency, µM (doses to about 38.3 µM), for the others: top-dose activity change, negative = inhibition, most hits filed as inhibitors. hit rate 0.31% among 330,000. AID 540303; active = well fitted inhibition curve with a large enough effect; inconclusive = small, poorly fitted or top-dose-only effect; inactive = no such curve, though single readings can be large or run the other way; tested in mouse RAW 264.7 cells; note: potency is the fitted concentration of half-maximal effect; % is set by controls: 0 for no effect and ±100 for the full control effect; nearly all actives have a fitted effect of over 55% in size
An asterisk follows results filed as active; ? = inconclusive; nt = not tested or not shown; & = joins results of further samples; [ ] = another dose, or the depositor's remark. Unless noted, calls come from the whole dose curve; as a rule, active = well fitted curve in the direction sought with a large enough effect; inconclusive = small, poorly fitted or top-dose-only effect, or another doubt; inactive = no such curve, though single readings can be large; an effect the other way counts as inactive or inconclusive.

SMILES	KCNH2 3.1 inh	Giardia killer	ELG1 genotoxic	Tb PFK block	NPC1 promoter act	Coupling enz	RORgamma inh	Rab9 promoter act	VP16 counter	FLuc modulator	uPA surface inh
Cc1ccc(NC(=O)c2cc3cccc([N+](=O)[O-])c3[nH]2)cc1	4	-21	?	0%	3.2µM*	-5	?	1.3µM*	-2%	2.4µM*	-9%
CCc1ccccc1OCC(=O)NCC1COc2ccccc2O1 (stereo unspecified)	-11	-18	0%	1%	nt	nt	nt	nt	nt	nt	-3%
Cc1cc(=O)c2ccc(Cl)cc2[nH]1	-3	14	-1%	-9%	-3%	-3&2	-8%[96.6 µM]	1%	-7%[96.6 µM]	4%	17%
COc1cccc(CC(=O)Nc2nc3ccccc3[nH]2)c1	14	5	1%	3%	0%	2	?	1%[1.84 µM]	-28%[10 µM]	0%	2%
CC1CCN(C(=O)C(Cc2ccccc2)n2cccc2)CC1 (stereo unspecified)	6	6	-6%	1%	-1%	-2	-5%	0%	14%	0%	7%
Cc1ccccc1N=C1NN=C(c2ccccc2F)CS1	-45	26	18%	4%	?	-3	-81%	?	?	21µM*	?
CCOC(=O)c1c(NC(=O)CSc2nncs2)sc(C)c1-c1ccccc1	7	-15	-7%	-1%	0%	6	-25%	-9%	0.45µM*	4%	-5%
CCOC(=O)/C(C#N)=C/c1ccc(N2CCCCC2)cc1	4	-7	?	15%	?	-1	41%	3.2µM*	-5%	2.7µM*	-7%
COc1ccc(-c2cc(=O)[nH]c(=O)[nH]2)cc1	-9	-8	1%	-1%	4%	3	-18%	0%	3%	-1%	-3%
COc1ccc(-c2cc(=O)c3ccccc3s2)cc1	3	1	2.3µM*	6%	1.4µM*	-2	8%	0.89µM*	-10%	1.1µM*	?
COc1ccc(C=O)cc1CSc1ncccc1C(=O)O	2	18	4%	1%	4%	0	-2%	-1%	-8%	3%	4%
CCN(CC(=O)Nc1ccc(NC(C)=O)cc1)C(=O)CCN1C(=O)C2CC=CCC2C1=O (stereo unspecified)	6	1	-1%	19%	-3%	nt	nt	2%	nt	-1%	-1%
CCN(C)Cc1c(C(=O)N2CCc3ccccc3C2)nc2ccc(Cl)cn12	-5	7	-1%	1%	-6%	1	16%	0%	-10%	-1%	7%
CC(C)C(=O)Nc1ccc(C(=O)NC2CCSC2=O)cc1 (stereo unspecified)	7	-7	10%	-4%	6%	4	13%	21%	20%	-8%	nt
Cc1cc(N2C(=O)C(O)=C(C(=O)c3cc4ccccc4o3)C2c2cccs2)no1 (stereo unspecified)	18	2	-4%	-20%	-12%	nt	-33%	-8%	17%	?	1%
CC1=C(C#N)C2(O)C(=O)c3ccccc3C2(O)N1 (stereo unspecified)	1	5	0%	-1%	-3%	-1	31%	-2%	0%	3%	4%
Cc1cccc(-n2c(SCC(=O)NC3CCCC3)nnc2-c2ccoc2C)c1	-4	-1	-5%	-3%	1%	8	39%	7%	-25%	-5%	3%
CCCC1CCC(c2ccc(C(N)=O)cc2)CC1 (stereo unspecified)	4	17	2%	1%	-5%	nt	-1%	-4%	0%	5%	-8%
CC1Nc2ncnc(N3CCOCC3)c2N(Cc2ccc(Cl)cc2)C1=O (stereo unspecified)	12	-12	-7%	0%	-3%	nt	nt	2%	nt	0%	-11%
C/C(N)=C(/C#N)C(=O)CSc1ccc2c(c1)OCCO2	1	-15	?	-1%	3.2µM*	7	6%	2.8µM*	7%	12µM*	-2%
COC(=O)C1C(=O)C=C(Nc2ccc(F)cc2)CC1c1ccc(OC)cc1 (stereo unspecified)	-4	-2	?	0%	18%	2	?	27%	11%	?	7%
C(=C\c1ccc(/C=C/c2ccccc2)nn1)/c1ccccc1	nt	nt	3%	-1%	-1%	0	-8%	10%	0%	?	nt
O=C(CCCSc1nc2ccccc2[nH]1)N1CCN(c2ccc([N+](=O)[O-])cc2)CC1	-116*	9	-22%	-1%	-7%	0	16%	-20%	6%	0%	-1%
Cc1cccc(C(=O)Nc2ccccc2SCC(=O)Nc2ccc(C)c(Cl)c2)c1	7	-6	16%	-1%	9%	-3	-4%	-2%	-13%	-4%	3%
O=C(OCC(=O)N1CCN(c2ccccc2)CC1)c1ccccc1OC(F)F	2	13	9%	-2%	-2%	nt	nt	1%	nt	-3%	2%
O=C(COC(=O)C1CCCCC1)NCc1ccc(Cl)cc1	-6	-12	-1%	-1%	nt	nt	nt	nt	nt	nt	4%
O=C(c1ccccc1-c1ccccc1)N1CCCC1	-14	10	3%	4%	0%	-1	0%	-2%	6%	2%[2.3 µM]	-3%
CCN(CC)CCCn1c(C)cc2c(c1=O)C(c1ccccc1)C(C#N)=C(N)O2 (stereo unspecified)	-6	-14	-2%	2%	0%	-1	-5%	-1%	1%	4%	-2%
O=C1Nc2ccccc2S/C1=C/Nc1cccc(Cl)c1	-16	0	?	-2%	?	-2	?	4.5µM*	?	8.5µM*	-5%
CC1(C)CC(=O)C2=C(C1)N(c1ccccc1)C(=O)CC2c1ccsc1 (stereo unspecified)	0	-4	-2%	-4%	0%	2	11%	-5%	0%	0%	3%
CCOc1ccc(-c2nnn(CC(=O)NCc3ccc(F)cc3)n2)cc1OCC	22	9	-2%	3%	-1%	-6	8%	5%	-8%	0%	-11%
NC(=O)c1ccc(C(F)(F)F)cn1	-2	13	-1%	-6%	-7%	-1	4%	2%	7%[10 µM]	1%	-1%
Cc1ccc(NC(=O)c2nnn(CC(=O)Nc3ccc4c(c3)OCO4)c2N)cc1C	-11	-21	2%	-1%	-1%	0	10%	2%	-1%	5.4µM*	1%
O=C(CNC(=O)c1ccc(Br)o1)NCc1ccc(Cl)cc1Cl	4	-12	11%	4%	-4%	nt	-10%	-5%	-1%	-14%	-3%
CCCN(CCC)CC(O)COc1ccc([N+](=O)[O-])cc1 (stereo unspecified)	?	-2	3%	17%	1%	-7	36%	-2%	-3%	3%	1%
COc1cccc(-c2nc(N3CCN(C)CC3)c3ccccc3n2)c1O	9	-2	?	-2%	-2%	-2	?	-4%	?	?	-13%
CC(C)OCCCn1c(=NC(=O)c2ccncc2)c(C#N)cc2c(=O)n3ccccc3nc21	5	-12	-2%	1%	-6%	-1	-20%	8%	-9%	2%	nt
COc1cc(CN2CCC(C(=O)N3CCN(c4ccccc4F)CC3)CC2)cc(OC)c1OC	-6	-12	3%	2%	-3%	2	5%	-6%	-10%	0%	1%
Cn1c(=O)[nH]c(=O)c2c1nc(Sc1ncccn1)n2CCCc1ccccc1	13	-19	?	-2%	9%	-13	?	-8%	-13%	-1%	-12%
Cc1cc(C)c(S(=O)(=O)N2CCN(C(=O)N(C)C)CC2)c(C)c1	3	0	7%	?	-5%	0	0%	0%	-4%	?	-1%
CC(C(=O)NCc1cccc(Cl)c1)N1C(=O)c2ccccc2C1=O (stereo unspecified)	-7	14	0%	-2%	3%	0	-11%	-1%	-10%	1%	5%
COc1cccc(/C=C/C(=O)OCC(=O)NCc2ccco2)c1OC	nt	2	3%	-1%	1%	0	22%	1%	-16%	-15%	21%
CCOc1ccc(NC(=O)CN(C)C(=O)CSCc2c(C)noc2C)cc1OCC	-14	8	-3%	0%	-1%	nt	nt	3%	nt	-1%	1%
CCN(CC)CCOCCOC(=O)C(CC)(CC)c1ccccc1	-4	1	-4%	4%	-2%	0	-4%	2%	4%	3%	-5%
CCOC(=O)/C=C(\C)Sc1cc(O)c2ccccc2c1O	9	-2	-12%	-22%	-2%	-86*	11µM*	-32%[inhibitor]	?	9.5µM*	15%
Cc1ccc2[nH]c(=O)c(CN(CCCO)C(C)c3nnnn3Cc3ccco3)cc2c1 (stereo unspecified)	-3	1	0%	0%	0%	-2	-4%	7%	-7%	-1%	2%
O=C(COC(=O)c1ccccc1[N+](=O)[O-])NCCCc1ccccc1	2	4	8%	3%	6%	0	1%	5%	?	?	10%
CN(c1ccccc1C(=O)NCc1ccccn1)S(C)(=O)=O	2	3	1%	-13%	0%	1	-15%	-10%	1%	4%	6%
Cc1occc1C(=O)Nc1cccnc1	5	-4	-11%	-1%	2%	-2	?	1%	-11%	4%	1%
CN1/C(=C\C(=O)COC(=O)CNC(=O)c2ccc3ccccc3c2)C(C)(C)c2ccccc21	5	-9	-5%	12%	-1%	0	?	-6%	?	-12%	-9%
CCOC(=O)c1c(C)c(C(=O)NCc2ccc3c(c2)OCO3)c(C)n1CC	7	5	-4%	5%	4%	-2	-33%	1%	-8%	-3%	-4%
O=C(NCc1ccco1)c1ccc(Cl)cc1[N+](=O)[O-]	-1	-15	1%	1%	0%	-1	20%	1%	-11%	1%	-10%
